Assay outcomes from PubChem BioAssay.
14-3-3 Bad inh – disrupts binding of bovine 14-3-3 zeta to phospho-Bad peptide | TR-FRET 14-3-3zeta/Dy647-pBad peptide displacement, 1 h | inhibition, % at 21.7 µM | 220,000 tested, 0.71% active;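 active = inhibition above about 70%, limit read from the data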;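 also: 0% = full 14-3-3 plus peptide FRET controls and 100% = background without 14-3-3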
Target sequence (P63103 whole entry, looked up): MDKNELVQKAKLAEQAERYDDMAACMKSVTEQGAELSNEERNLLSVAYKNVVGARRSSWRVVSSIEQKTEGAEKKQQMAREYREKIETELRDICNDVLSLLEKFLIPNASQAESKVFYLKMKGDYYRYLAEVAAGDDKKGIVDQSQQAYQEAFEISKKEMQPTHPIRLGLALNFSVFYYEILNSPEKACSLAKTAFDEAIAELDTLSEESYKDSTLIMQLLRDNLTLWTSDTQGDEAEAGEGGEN
Tb hexokinase – T. brucei hexokinase 1 inhibition; recombinant TbHK1, G6PDH-coupled NADH A340; inhibition, % at 10 µM; 220,000 tested, 0.11% active; AID 1430;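 active = inhibition of 50% or more in the single-dose primary screen; inactive = inhibition below 50%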
MDM2 E3 inh – blocks human Mdm2 ubiquitin ligase activity; Q00987; 210,000 tested, 0.11% active; cell-based MDM2 ubiquitination luciferase reporter, 2 h; 0 = plate control, 100 = twice control, blank-subtracted; AID 1230; signal enhancement, % at 5 µM;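 active = signal enhancement of 30% or more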;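 also: luminescence tracks abundance of the self-degrading MDM2-luciferase fusion protein; higher signal means inhibition of MDM2 E3 ligase activity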
Target sequence (Q00987 whole entry, looked up, the tested form may be a part): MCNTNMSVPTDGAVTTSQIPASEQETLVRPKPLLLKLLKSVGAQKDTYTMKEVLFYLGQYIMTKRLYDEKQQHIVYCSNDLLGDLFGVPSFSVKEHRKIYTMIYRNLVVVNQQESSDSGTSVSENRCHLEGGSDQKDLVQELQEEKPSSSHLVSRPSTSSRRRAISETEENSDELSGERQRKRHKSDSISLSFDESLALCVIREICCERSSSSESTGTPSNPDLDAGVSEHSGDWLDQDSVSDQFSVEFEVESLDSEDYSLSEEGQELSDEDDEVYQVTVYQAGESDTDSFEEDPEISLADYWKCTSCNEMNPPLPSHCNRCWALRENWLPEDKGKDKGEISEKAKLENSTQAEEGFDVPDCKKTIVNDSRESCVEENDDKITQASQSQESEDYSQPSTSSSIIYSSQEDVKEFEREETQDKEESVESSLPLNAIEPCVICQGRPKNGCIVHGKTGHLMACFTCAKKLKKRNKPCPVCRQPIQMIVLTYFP
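Buffer or medium: Cells held in DMEM | Assay system: Stable mammalian line carrying autodegrading MDM2–luciferase fusion reporter | Quantity: 2000 cells/well | Times: 4 h settle plus 2 h compound, 37 °C | Doses: One concentration, 5 µM, with 0.2% DMSO | Technique: Luminescence with SteadyLite reagent, 15 min at room temperature | Benchmarks: Plate controls and plate blanks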
p47phox inh – p47phox (human) inhibition | 220,000 tested, 0.53% active | p47phox/p22phox peptide binding, fluorescence polarization, 2 h | inhibition, % at 24.7 µM | AID 1274;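 active = inhibition above about 30%, limit read from the data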;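 also: 0% = p47phox with labelled peptide and 100% = labelled peptide alone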
EBV gp42 inh – EBV gp42 inhibition. Fluorescence polarization binding assay, mP read-out. 220,000 tested, 0.42% active. AID 1085. Q1HVG2. inhibition, % (tested at 21.74 µM); in the data active = inhibition above about 50%
Target sequence (Q1HVG2 whole entry, looked up): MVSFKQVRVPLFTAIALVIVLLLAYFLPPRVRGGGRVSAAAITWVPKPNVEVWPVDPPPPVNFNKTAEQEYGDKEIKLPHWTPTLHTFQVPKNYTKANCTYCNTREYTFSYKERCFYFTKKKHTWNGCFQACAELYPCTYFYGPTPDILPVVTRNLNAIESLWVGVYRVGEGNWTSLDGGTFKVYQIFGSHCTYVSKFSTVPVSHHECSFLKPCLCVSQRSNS
Runt-SMMHC FRET – inhibitors of human RUNX1 Runt domain binding to CBFb-SMMHC. inhibition, % at 20 µM. Cerulean-Runt/Venus-CBFb-SMMHC FRET ratio 530/480, 1 h. 220,000 tested, 0.74% active. AID 1434;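 active = mean inhibition across duplicate retests at 20 µM reaching about 50%, limit read from the data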;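 also: 0% = DMSO wells and 100% = wells with excess untagged CBFb-SMMHC; inhibitors lower the FRET ratio by blocking Runt binding to CBFb-SMMHC; some results filed as inactive read as strong as hits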
zVAD death inh – blocks zVAD induced death of L929 cells | L929 zVAD necroptosis rescue, ATP luminescence, 24 h; with zVAD 60 µM | viability rescue, % at 10 µM | 220,000 tested, 0.38% active;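 active = activation, scaled between plate controls, above about 75%, limit read from the data; inactive = activation under that limit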;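 also: 0% = zVAD with DMSO and 100% = DMSO alone without zVAD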
Hck-Nef inh – blocks Nef-activated human Hck kinase; P08631; Recombinant Hck-YEEI plus Nef, Z-Lyte FRET kinase assay; inhibition, % at 20 µM; 220,000 tested, 0.68% active;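 active = Hck-Nef kinase inhibition above about 50%, limit read from the data; inactive = inhibition below that limit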;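 also: 0% = DMSO with Hck plus Nef and 100% = Hck alone without Nef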
Runt-CBFb FRET – inhibitors of human RUNX1 Runt domain binding to CBFb. inhibition, % at 20 µM. AID 1496. 220,000 tested, 0.46% active. Cerulean-Runt/Venus-CBFb FRET ratio 530/480, 1 h. Q01196+Q13951;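 active = inhibition over about 50% at 20 µM in the single-dose screen, limit read from the data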;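 also: 0% = DMSO wells and 100% = excess unlabeled CBFb competitor control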
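Assay system: Cerulean-Runt domain / Medium: Tris 50 mM pH 7.5, KCl, K2SO4, 0.01% BSA / Timing: protein complex preformed 1 h, compound exposure 1 h, room temperature, dark / Measured by: FRET, excitation 422 nm, emission at 530 and 480 nm / Evaluation: loss of energy transfer signal / Control set: 5 µM unlabeled CBFb as full-inhibition high control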
* hit, by the source's call; . = not tested or not shown; [ ] = another dose, or the depositor's remark.

SMILES	14-3-3 Bad inh	Tb hexokinase	MDM2 E3 inh	p47phox inh	EBV gp42 inh	Runt-SMMHC FRET	zVAD death inh	Hck-Nef inh	Runt-CBFb FRET
O=C(/C=C/c1cccc([N+](=O)[O-])c1)OC1CCCCC1=O (stereo not given)	-2	-3	-9	-2	-3	3	1.5	19	0
O=C(Nc1cc(Sc2nc3ccccc3s2)cc([N+](=O)[O-])c1)c1ccccc1	-6[fluorescence artefact?]	21	-8	4	-16	2	0.6	1	3
O=C(CCc1ccccc1)Nc1ccc2c(c1)OCCO2	-3	6	-12	-12	-12	-6	0.1	0	1
NC(=O)N/N=C/c1ccccc1OC(=O)c1ccccc1Br	-6	-1	-15	-15	-13	0	3.6	19	-1
NS(=O)(=O)c1ccc(N=Nc2c[nH]c(=O)c(O)c2)cc1	1	-9	-2	-110	-9	9	-1.0	17	15
COc1cc(C)c(NC(=O)C(=S)NCc2ccccc2)cc1C	-2	-5	-4	-6	-30	-7	-1.5	19	0
CCOC(=O)c1ccccc1NC(=O)CSc1nc2ccccc2o1	-10	1	-18	-3	-5	0	0.6	-7	-2
COc1cc(OC)nc(NC(=O)CSc2nc3ccccc3[nH]2)n1	0[fluorescence artefact?]	2	-3	-8	-9	-5	0.3	0	1
COCCCN(C(=S)Nc1cc(C)cc(C)c1)C(C)c1ccncc1 (stereo not given)	-4[fluorescence artefact?]	33	-6	-11	-10	2	-0.1	-2	0
Cc1cc(O)ccc1Nc1nc(-c2cccs2)cs1	-12	-9	-19	-15	9	19	3.8	57*	44
Nc1ccc(N2CCCCCC2)cc1	80*[fluorescence artefact?]	11	-4	20	-13	-24	2.1	-3	-3
CCOC(=O)c1cc(C)nc(SC)c1C#N	-7	-6	-7	-7	-2	-1	0.2	-1	2
CCOC(=O)c1ccccc1NC(=O)Cn1cnc2c(cnn2-c2ccc(F)cc2)c1=O	-1[fluorescence artefact?]	1	-25	-6	-6	-1	0.0	0	-4
S=C(Nc1ccc(OCc2ccccc2)cc1)Nc1cccc(Cl)c1Cl	-6	1	-7	4	3	2	0.2	-1	3
Cc1oc(-c2ccccc2)nc1CS(=O)CC(=O)O (stereo not given)	0	-8	-21	-6	-23	1	1.9	1	0
COC(=O)Cn1c(C)nc([N+](=O)[O-])c1Br	-10	5	-4	-3	-4	-2	3.3	12	3
Cc1[nH]c2ccccc2c1C(=O)COC(=O)Cn1c(C)nc2ccccc21	2	-7	-90	-10	-10	6	0.0	1	-2
c1ccc2c(c1)nc(Nc1ccc(N3CCCCC3)cc1)c1nncn12	0	-37	-16	-10	-18	2	3.4	-70	26
Cc1cc2ccccn2c1C(=S)NC(=O)c1ccccc1	1[fluorescence artefact?]	27	20	-10	-8	4	0.3	13	9
CCCCP(=O)(CCCC)CCP(=O)(c1ccccc1)c1ccccc1	-3	-2	-7	-2	-5	2	0.6	4	0
O=C(N/N=C1/CC(c2ccccc2)Oc2ccccc21)C1CC1 (stereo not given)	11[fluorescence artefact?]	12	8	-16	-16	3	0.2	-1	1
Cc1ccc(-n2c(-c3ccncc3)nnc2-c2ccco2)cc1	14[fluorescence artefact?]	-3	2	-2	-12	0	-0.3	0	2
Cc1ccc([N+](=O)[O-])cc1N(CC(=O)Nc1ccc(S(=O)(=O)Nc2cccc(C(F)(F)F)c2)cc1)S(C)(=O)=O	-1[fluorescence artefact?]	-5	1	-7	0	4	.	2	1
Cc1ccc(CSc2nc3ccncc3n2CC(=O)Nc2cc(C)cc(C)c2)cc1	-4	-6	.	2	-5	4	.	-2	0
CC(=O)Nc1cccc(NC(=O)CCn2cnc3cc(C)c(C)cc32)c1	5	3	-15	2	0	-3	0.1	1	1
Cn1c(=O)cc(N2CCc3ccccc32)[nH]c1=O	5	-5	-2	-2	-7	-1	0.9	2	0
Cc1ccnc(N2C(=O)c3ccccc3C2Nc2cccc(C)c2C)c1 (stereo not given)	12	-2	-4	-4	-17	2	1.6	-1	2
COc1ccccc1/C=C(\NC(=O)c1ccc(OC)c(OC)c1)C(=O)Nc1cccc([N+](=O)[O-])c1	-5	-20	-9	-21	-21	3	2.0	5	-4
CCc1nc(N2CCOCC2)c(C#N)c2c1COC(C)(C)C2	13[fluorescence artefact?]	-1	-7	-9	-17	-2	-0.1	3	-2
O=C(NC12CC3CC(CC(C3)C1)C2)C1CCCN1C(=O)NC1CCCCC1 (stereo not given)	2[fluorescence artefact?]	0	6	0	-4	-1	0.2	1	0
CCN(CCO)Cc1csc2cc(C)ccc12	3	4	9	-3	-10	1	0.2	3	-1
CCCCOC(=O)c1ccc(NC(=O)C(=O)NCc2ccccn2)cc1	-3	-2	-14	-8	-14	1	0.7	14	-4
COc1ccc(NC(=O)C2CCC(CNS(=O)(=O)c3cccs3)CC2)cc1 (stereo not given)	-24	4	-15	-9	7	-3	3.2	23	-2
CC(Oc1ccc(Cl)cc1Cl)C(=O)OCn1nnc2ccccc2c1=O (stereo not given)	-5	6	-7	-4	-14	5	0.8	-2	-1
O=C(/C(C=Nc1cc2c(oc1=O)CCCC2=O)=C(\O)c1ccccc1)c1ccccc1	-14	-8	-9	-46	-19	2	4.4	10	-1
COc1cccc(OCc2cc(/C=N/Nc3ccc(C(=O)O)cc3)ccc2OC)c1	1	-33	-52	-24	5	-8	3.2	18	2
CCC(C)(C)NC(=O)CN(C(=O)c1csnn1)c1cccc2c1CCCC2	-1	-1	-5	1	3	-2	1.1	-2	0
Cc1ccc(-c2cc(Cc3ccccc3)c(=O)[nH]n2)cc1	-2	-15	10	-6	1	0	-0.1	16	-1
O=C(COC(=O)c1ccc(O)cc1)Nc1ccccc1-c1ccccc1	-9	38	-1	-9	-2	-8	0.5	2	0
CCCCC(=O)NC1=C(C(=O)OC)SCC1	-7	-18	-13	-8	-3	2	0.8	2	1

Next part; the last four above are carried over.
SMILES	14-3-3 Bad inh	Tb hexokinase	MDM2 E3 inh	p47phox inh	EBV gp42 inh	Runt-SMMHC FRET	zVAD death inh	Hck-Nef inh	Runt-CBFb FRET
CCC(C)(C)NC(=O)CN(C(=O)c1csnn1)c1cccc2c1CCCC2	-1	-1	-5	1	3	-2	1.1	-2	0
Cc1ccc(-c2cc(Cc3ccccc3)c(=O)[nH]n2)cc1	-2	-15	10	-6	1	0	-0.1	16	-1
O=C(COC(=O)c1ccc(O)cc1)Nc1ccccc1-c1ccccc1	-9	38	-1	-9	-2	-8	0.5	2	0
CCCCC(=O)NC1=C(C(=O)OC)SCC1	-7	-18	-13	-8	-3	2	0.8	2	1
CCOC1=C/C(=C/c2c(N)n3nc(-c4ccccc4)sc3nc2=O)C=CC1=O	11	-18	-4	-95	-95	-120	4.6	9	-31
CNc1nc(-c2ccc3c(c2)CCN3C(=O)c2ccccc2C)cs1	-10	-15	-8	-11	-9	4	0.6	25	6
CC(C)CN(C(=O)COC(=O)Cc1n[nH]c(=O)c2ccccc12)C1CCS(=O)(=O)C1 (stereo not given)	10	-3	-1	-15	-10	-1	0.0	2	-2
CCOC(=O)c1c(C)[nH]c(C)c1C(=O)CSc1nnnn1-c1ccccc1	-4	-1	-12	-4	-5	5	-0.1	1	1
CCc1nnc(NC(=O)c2cccs2)s1	13	-19	-10	-11	-16	13	-0.9	1	0
CCOC(=O)c1c(/N=C/C2=C(O)CCCC2=O)sc(C)c1C	-4	-7	-10	-8	-8	-4	3.3	2	17
Cc1ccc2nc(SCC(=O)Nc3cc([N+](=O)[O-])ccc3F)[nH]c2c1	-8[fluorescence artefact?]	-5	-6	-3	1	4	18	1	2
CC(C(=O)N1CCc2ccccc21)N1CCN(c2ccccn2)CC1 (stereo not given)	12	-2	10	1	-8	1	0.0	5	2
CCOC(=O)Cc1cc(=O)n2[nH]c(C)c(-c3ccccc3OC)c2n1	46	-7	-9	-16	-18	-1	-0.6	15	1
COc1cc(/C=N/Nc2ccc(S(N)(=O)=O)cc2)cc(OC)c1OC	-13	-16	-1	-12	-21	1	1.9	20	0
COC(=O)c1sccc1NC(=O)c1ccccc1[N+](=O)[O-]	4	-5	9	-6	-7	-3	.	4	-1
Clc1ccc(N2CCN(/N=C/c3ccncc3)CC2)cc1	3	-8	-20	2	-9	-1	0.0	10	-1
CCCCCCCCSc1n[nH]c(N)n1	-13	29	9	-5	-10	1	0.8	4	-3
CCOC(=O)Cc1csc(NC(=O)COc2ccc(C)cc2)n1	-14	-1	-1	-6	-17	2	3.3	19	1
CCCC(=O)Nc1cc(C)c(NC(=O)c2ccncc2)cn1	-2[fluorescence artefact?]	1	-19	-3	-10	2	0.4	5	-2
CCC(=O)NC(Nc1sc2c(c1C(=O)OC)CCC2)C(Cl)(Cl)Cl (stereo not given)	-16	33	-11	-6	0	-4	1.9	2	4
CSc1ncccc1C(=O)Nc1nnc(C2CC2)s1	6	-11	-3	0	-2	0	0.6	26	-1
O=C1c2ccc3c4c(ccc(c24)C(=O)N1NC(=O)C(F)(F)F)CC3	-9	-15	-9	-3	7	0	0.2	2	3
COc1cc(/C=C/C(=O)OCC(=O)NC2CC2)cc(S(=O)(=O)N2CCc3ccccc32)c1OC	-1	-15	-10	-11	2	4	1.1	2	0
O=C(NCCCn1ccnc1)Nc1cccc(Cl)c1	-11	3	-16	-10	-4	2	-0.2	-2	2
O=C(Nc1cc(C(F)(F)F)ccc1-n1cncn1)c1ccc(-c2ccccc2)cc1	-11	-7	-6	-16	3	-3	0.4	2	-2
O=C(COC(=O)c1sc2ccccc2c1Cl)NC1CCCCC1	-7	-5	-8	-11	-23	3	1.3	3	5
CC(C)Cc1cc(C(=O)Nc2cccnc2)no1	-4	-7	-33	-5	-6	0	0.4	3	2
Cc1ccc(S(=O)(=O)NNC(=S)NC(C)(C)C)cc1	-4	-1	-4	-8	-16	-2	0.5	7	2
C=CCOC(=O)C1=C(C)Nc2nnnn2C1c1cc(OC)ccc1OC (stereo not given)	-3	-2	-6	2	-1	0	0.4	-3	0
O=C(Nc1ccc(NC(=O)C2CCCCC2)nc1)c1ccco1	-3	0	-8	-9	-8	3	2.0	3	1
CC(=O)C1=C(O)CCC1=NCCc1ccccc1	1	0	.	5	-12	3	0.5	-25	2
CN(Cc1ccccc1)Cc1ccccc1F	69[fluorescence artefact?]	0	-8	-6	-18	-8	0.0	0	-2
O=C1CN(C(=O)c2ccc(Br)o2)C(c2ccc(F)cc2)c2cc(Cl)ccc2N1 (stereo not given)	10	4	0	-10	-5	3	-0.3	1	-2
CC1CCc2nc(NC(=O)CN3CCN(c4ccc(F)cc4)CC3)sc2C1 (stereo not given)	3	-11	2	-1	-2	1	1.8	2	-4
O=C(NN=C1CCC(=NNC(=O)c2cccnc2)CC1)c1cccnc1	-6	-1	-5	3	2	-18	2.9	19	2
